# High-throughput results deposited in PubChem by National Center for Advancing Translational Sciences (NCATS).
# HP1b chromo inh = HP1-beta chromodomain-methylated histone interaction inhibition. P83916. AlphaScreen HP1-beta / biotin-H3K9me3 peptide binding. Potency, µM (titrated, usually from 114 µM), inactives show at the highest dose activity change, negative = inhibition, usual class: inhibitors. hit rate 0.56% among 390,000; also: potency is read from the fitted curve at half-maximal effect; nearly all actives have a fitted effect of over 70% in size; inactives centre near 23
# Target sequence (P83916 whole entry, looked up): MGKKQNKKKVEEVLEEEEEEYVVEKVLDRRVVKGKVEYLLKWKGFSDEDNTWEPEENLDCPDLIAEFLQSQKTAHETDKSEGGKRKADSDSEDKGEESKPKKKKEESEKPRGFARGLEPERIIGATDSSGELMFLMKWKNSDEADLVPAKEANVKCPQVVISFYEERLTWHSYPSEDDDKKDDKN
#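 HP1-beta protein (50 nM final) preincubated 30 min at room temperature with biotinylated H3(1-18)K9me3 peptide (50 nM) in PBS pH 7.4, 0.01% Tween-20, then compound added for 30 min. AlphaScreen streptavidin donor/nickel chelate acceptor beads (10 ug/mL final), 30 min dark, luminescence read.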
# JMJD2A Tudor = blocks the human JMJD2A Tudor domain; AlphaScreen JMJD2A-Tudor / H3K4me3 peptide binding; Potency, µM (doses to about 114 µM), for inactives: at the highest dose activity change, negative = inhibition, usual class: inhibitors; hit rate 4.4% among 390,000; AID 504339; also: potency is read from the fitted curve at half-maximal effect; % is scaled to controls: 0 for no effect and ±100 for the full control effect; nearly all actives have a fitted effect of over 50% in size
# RGS4 inhibitor = inhibitors of human regulator of G protein signaling 4. P49798. Transcreener GDP fluorescence polarization, RGS4-accelerated GTP hydrolysis. Potency, µM (highest dose often 114 µM), without a hit: at the top dose activity change, negative = inhibition, hits mostly inhibitors. hit rate 0.039% among 390,000; also: potency is read from the fitted curve at half-maximal effect; % is scaled to controls: 0 for no effect and ±100 for the full control effect; nearly all actives have a fitted effect of over 75% in size; some results filed as inactive show a strong effect at the top dose
#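 MLSMR compounds (23 nl, pin-transferred) preincubated 10 min at room temperature with a 500nM (2x) first reagent, then RGS4 at 900nM (2x) plus Transcreener GDP mix added; fluorescence polarization (620/688 nm) read before and after 90 min at 30 °C.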
# 12-LOX inh = blocks human arachidonate 12S-lipoxygenase; purified 12hLO, xylenol orange hydroperoxide absorbance; Potency, µM (series often up to 108 µM), for inactives: top-dose activity change, negative = inhibition, usual class: inhibitors; hit rate 1.1% among 580,000; AID 1671190; also: potency is read from the fitted curve at half-maximal effect; % is scaled to controls: 0 for no effect and ±100 for the full control effect
#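 Purified human 12hLO (150 nM final) in 25 mM Hepes, 0.01% Triton X-100, pH 7.0 was preincubated 15 min at room temperature with compound. Then 40 uM arachidonic acid was added, 30 min. Hydroperoxide was read by Fe-XO absorbance ratio 573/405 nm.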
# GLS inhibitor = inhibitors of human glutaminase (GLS); O94925; GLS enzymatic activity, qHTS titration; Potency, µM (series often up to 45.5 µM), inactives show at the highest dose activity change, negative = inhibition, hits mostly inhibitors; hit rate 0.21% among 410,000; also: potency is read from the fitted curve at half-maximal effect; % is scaled to controls: 0 for no effect and ±100 for the full control effect
#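 Glutamate formation by hKGA was monitored fluorometrically using coupled glutamate oxidase, HRP and Amplex Red. Substrate was added as 1 mM L-glutamine solution; incubation was 30 min at RT after an initial read.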
# PI4K2A inh = blocks human PI4K2A kinase activity; purified PI4K2A, ADP-Glo luminescence, 1 h; hits give low values; activity change, negative = inhibition, % at 76.9 µM; hit rate 0.13% among 420,000; AID 1346378; in the data active = activity change below about -50%; inconclusive = mostly about -30% to -49%;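 also: -100% = wells without enzyme as full effect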
#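 PI4K2A activity was measured by ADP-Glo luminescence: enzyme (4 ug/mL stock) and phosphatidylinositol (1.2 mM stock) in Tris pH 7.5/MgCl2/EGTA/Triton X-100 buffer were reacted with ATP (300 microM stock) for one hour at ambient temperature.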
# BAZ2B inh = blocks human BAZ2B. AlphaScreen BAZ2B-H3K14Ac peptide displacement. Potency, µM (top dose mostly 114 µM), inactives show top-dose activity change, negative = inhibition, usual class: inhibitors. hit rate 4.4% among 360,000. AID 504333; also: potency is read from the fitted curve at half-maximal effect; % is scaled to controls: 0 for no effect and ±100 for the full control effect; nearly all actives have a fitted effect of over 60% in size
#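 BAZ2B (50 nM) with biotin-H3(5-23)K14Ac peptide (50 nM) in PBS pH 7.4, 0.01% Tween-20, preformed 30 min, then compound 30 min at room temperature; top concentration 110uM. AlphaScreen streptavidin donor/nickel chelate acceptor beads (10 ug/mL final), 20 min dark, signal read.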
# G9a inh = blocks human histone lysine methyltransferase G9a; Q96KQ7; AID 504332; hit rate 8.8% among 350,000; G9a H3K9 monomethylation, AlphaScreen, 2 h; Potency, µM (highest dose often 102 µM), inactives show at the highest dose activity, negative = inhibition, actives largely listed as inhibitors; also: potency is read from the fitted curve at half-maximal effect; % is scaled to controls: 0 for no effect and ±100 for the full control effect; nearly all actives have a fitted effect of over 75% in size
# Target sequence (Q96KQ7 913-1193 limits assumed): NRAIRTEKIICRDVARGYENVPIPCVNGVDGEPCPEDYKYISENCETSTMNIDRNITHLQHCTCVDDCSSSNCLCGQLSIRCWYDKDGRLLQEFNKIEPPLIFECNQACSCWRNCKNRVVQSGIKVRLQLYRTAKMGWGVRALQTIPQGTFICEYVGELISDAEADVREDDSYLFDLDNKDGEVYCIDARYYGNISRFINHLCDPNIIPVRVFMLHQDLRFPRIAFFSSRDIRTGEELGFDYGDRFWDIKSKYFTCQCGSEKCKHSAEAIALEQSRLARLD
#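 Enzyme 20 nM + cpd, 15 min RT; add b-H3K9 pep 500 nM / SAM 20 uM; 2 h RT; anti-H3K9me1 Ab 0.5 ug/mL + SA donor / anti-rabbit acceptor beads 20 ug/mL each, 10 min; AlphaScreen read.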
# ERG-DNA inh = ERG Ets/DNA interaction inhibition; hit rate 0.028% among 370,000; fluorescence polarization, His-ERG Ets domain / labelled DNA; Potency, µM (titrated, usually from 76.9 µM), for the others: at the highest dose FP activity, negative = inhibition, usual class: inhibitors; active = well fitted inhibition curve with a large enough effect in the polarisation, with a control signal flat; inconclusive = small, poorly fitted or top-dose-only effect, or effect the other way, or a change in a side signal; inactive = no such curve, though single readings can be large or run the other way; the % refers to the polarisation;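 also: polarization taken with two DNA probes labelled with fluorescein and Texas red; potency is read from the fitted curve at half-maximal effect; % of control where 0% means no effect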
# Target sequence (P11308 whole entry, looked up, the tested form may be a part): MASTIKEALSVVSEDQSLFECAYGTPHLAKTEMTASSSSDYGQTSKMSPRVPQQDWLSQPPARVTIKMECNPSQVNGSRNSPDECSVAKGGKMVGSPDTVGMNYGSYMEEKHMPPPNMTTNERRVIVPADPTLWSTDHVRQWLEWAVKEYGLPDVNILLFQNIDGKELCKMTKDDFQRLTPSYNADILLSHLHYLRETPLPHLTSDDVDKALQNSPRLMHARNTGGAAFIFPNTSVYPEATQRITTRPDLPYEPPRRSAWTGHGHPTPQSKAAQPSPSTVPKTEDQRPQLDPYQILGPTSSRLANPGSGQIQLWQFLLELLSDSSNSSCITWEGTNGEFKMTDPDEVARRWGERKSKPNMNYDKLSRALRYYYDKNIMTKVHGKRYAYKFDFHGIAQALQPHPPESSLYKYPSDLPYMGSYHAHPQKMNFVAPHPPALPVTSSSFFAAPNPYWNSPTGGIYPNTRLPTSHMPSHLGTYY
#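 His-tagged ERG Ets domain (1 uM in the protein solution; 300mM KCl, 50mM Tris-HCl, 1mM EDTA, 1mM DTT, pH 7.5) received compound, then a probe mix of 5 nM fluorescein-DNA and 100nM Texas-615-DNA. Fluorescence polarization was read for both dyes.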
# An asterisk follows results filed as active; ? = inconclusive; / = not tested or not shown; & = joins results of further samples; [ ] = remark or other dose. Unless noted, calls follow the shape of the dose curve; as a rule, active = well fitted curve in the direction sought with a large enough effect; inconclusive = small, poorly fitted or top-dose-only effect, or another doubt; inactive = no such curve, though single readings can be large; an effect the other way counts as inactive or inconclusive. This is a subset, so the mix of outcomes need not match the whole.
# The line under a structure holds: HP1b chromo inh | JMJD2A Tudor | RGS4 inhibitor | 12-LOX inh | GLS inhibitor | PI4K2A inh | BAZ2B inh | G9a inh | ERG-DNA inh
CCOC(=O)c1cc(NC(=O)N(CC)C2CCCCC2)c(C)nc1C
    21% | -4% | 18% | -6% | ? | -4 | 6% | -11% | 0%
COc1ccc(S(=O)(=O)N(C)C[C@H]2Oc3ccc(NC(=O)C4CC4)cc3C(=O)N([C@H](C)CO)C[C@@H]2C)cc1
    45%[activator] | ? | 20% | -7% | 10% | -1 | / | / | 0%
O=C(Nc1cccc(C(F)(F)F)c1)c1cccc(NS(=O)(=O)c2ccc(Br)c(C(=O)O)c2)c1
    17% | -16% | 33% | 0% | 4% | -2 | -13% | ? | -3%
COCCn1c(SCc2csc(-c3ccccc3)n2)nc2ccccc21
    97% | 38%[activator] | -43% | -4% | -3% | 5 | 31% | 7%[59 µM] | 14%
Cc1cccc(N(Cc2cc3ccc(C)cc3[nH]c2=O)C(=O)c2ccco2)c1
    18% | -26% | -46% | ? | -3% | -1 | 16% | ? | 2%
COc1cccc(NC(=O)CNCc2ccccc2)c1
    43%[activator] | 12% | 9% | 1% | -8% | -1 | -14% | 13% | -1%
CCN(CC)C(=O)COc1ccc(-c2ccccc2)cc1
    33%[activator] | 13% | -10% | -6% | -3% | -8 | 8% | 14%[59 µM] | -6%
CCOc1ccc(CNC(=O)CCc2cn(C)c3ccccc23)cc1OC
    7% | -3% | -5% | 5% | 0% | 7 | -2% | -4% | 0%
CC(Nc1ccc(-c2nc(-c3ccncc3)no2)cc1[N+](=O)[O-])c1ccccc1 (stereo not drawn)
    14% | -5% | 8% | -23% | -29% | -14 | 1% | -21%[59 µM] | 3%
CSc1cc(-c2ccccc2)n(C)c(=O)c1C#N
    10% | 3% | -21% | -3% | 4% | 2 | -5% | 8% | 7%
O=C(N/N=C\C=C\c1ccco1)c1cc(-c2ccc3ccccc3c2)n[nH]1
    6% | -34% | -41% | 40µM* | -4% | ? | 3% | 32µM* | 13%
CC(C)(C)C(=O)Nc1ccc(-c2cn3ccsc3n2)cc1
    18% | -6% | -1% | 0% | 2% | -7 | -34% | / | 8%
Nc1cc(C(=O)OCC(=O)NC(c2ccccc2)c2ccccc2)ccc1Cl
    24% | -5% | 15% | -10% | -1% | -3 | 8% | -8%[59 µM] | -1%
CCN(CC)S(=O)(=O)c1ccc(N2CCN(CCO)CC2)nc1
    33% | 2% | -14% | -4% | 5% | 0 | -5% | 11%[59 µM] | -6%
COc1cc2cc(CN(CCO)S(=O)(=O)c3ccccc3)c(=O)[nH]c2cc1OC
    25% | 5% | -5% | ? | / | 2 | 3% | -28% | 28%
CN(C)S(=O)(=O)c1ccc(N2CCCC2)c(C(=O)Nc2ccc(Br)cc2F)c1
    39%[activator] | -9% | -10% | ? | 3% | 0 | 8% | 26%[2.33 µM] | -6%
CCOc1ccc2nc(N=NC3=C(O)CC(C)(C)CC3=O)sc2c1
    ? | ? | -9% | 1% | -1% | -5 | 45µM* | ? | 1%
COCCCn1c(SCC(=O)N2CCCC(C)C2)nnc1-c1ccco1 (stereo not drawn)
    45% | -1% | -5% | 14% | 4% | -3 | 6% | -6%[12.7 µM] | 15%
Cc1cccc2c1cnn2C(=O)CCC(=O)N1CC(C)CC(C)C1 (stereo not drawn)
    55%[activator] | -1% | -5% | 21% | -1% | -6 | 3% | / | 2%
FC(F)(F)c1ccccc1NC(=S)N1CCCC1
    24% | -15% | -7% | ? | -2% | -1 | -14% | 27% | 9%
CCC(=O)NC(Nc1nc2ccc(C)cc2s1)(C(=O)OC)C(F)(F)F (stereo not drawn)
    63%[activator] | 2% | -18% | 0%[57.4 µM] | 2% | 2 | 6% | 8%[59 µM] | -8%
O=C(COC(=O)c1ccc(Cl)nc1)Nc1cc(S(=O)(=O)N2CCOCC2)ccc1Cl
    22% | ? | -17% | 304%[activator] | 2% | -2 | / | / | 11%
CCOC(=O)CNC(=O)CCc1nnc2ccc(N3CCC(C)CC3)nn12
    ? | ? | ? | 12% | 2% | -2 | ? | 15% | 1%
CCC(C)(C(=O)NC1CCCCC1)N(Cc1cccs1)C(=O)Cc1cccs1 (stereo not drawn)
    35% | 10% | -11% | -17%&42% | 3% | 2 | 8% | -5%[12.7 µM] | -3%
Cc1ccnc(NC(=O)C2CCCN(S(=O)(=O)c3ccc4[nH]c(=O)ccc4c3)C2)c1 (stereo not drawn)
    53%[activator] | -1% | 2%[56.9 µM] | 34%[activator] | -6% | -2 | -35% | -8%[59 µM] | -13%
CCCCNC(=O)c1nn2c(C(F)(F)F)cc(-c3ccc(OC)cc3)nc2c1Br
    23% | 35µM* | -45%[56.9 µM] | 2% | -3% | 0 | 0% | 0%[59 µM] | -4%
C=C(C)C1CC=C(C)/C(=N/NC(=O)COc2cccc(C)c2)C1 (stereo not drawn)
    42%[activator] | -7% | -29% | 0% | -6% | -2 | -5% | -50%[59 µM] | -1%
COc1ccc(-n2nc3c(c2NC(=O)C(C)Oc2ccccc2)CS(=O)C3)cc1 (stereo not drawn)
    33% | -1% | -34% | -4% | 0% | 1 | 12% | 19% | -16%
CNc1ccc(SC#N)cc1
    49% | 2% | -31% | ? | -8% | -16 | ? | 45µM* | 10%
N#Cc1c(N)sc(=S)c2c1CCCC2
    ? | ? | -27% | 0% | 19% | 3 | 40µM* | 7.1µM* | 5%

# Five records picked at random from the list so far, as already listed:
# The line under a structure holds: HP1b chromo inh | JMJD2A Tudor | RGS4 inhibitor | 12-LOX inh | GLS inhibitor | PI4K2A inh | BAZ2B inh | G9a inh | ERG-DNA inh
CCN(CC)S(=O)(=O)c1ccc(N2CCN(CCO)CC2)nc1
    33% | 2% | -14% | -4% | 5% | 0 | -5% | 11%[59 µM] | -6%
CCOc1ccc(CNC(=O)CCc2cn(C)c3ccccc23)cc1OC
    7% | -3% | -5% | 5% | 0% | 7 | -2% | -4% | 0%
C=C(C)C1CC=C(C)/C(=N/NC(=O)COc2cccc(C)c2)C1 (stereo not drawn)
    42%[activator] | -7% | -29% | 0% | -6% | -2 | -5% | -50%[59 µM] | -1%
CCN(CC)C(=O)COc1ccc(-c2ccccc2)cc1
    33%[activator] | 13% | -10% | -6% | -3% | -8 | 8% | 14%[59 µM] | -6%
O=C(N/N=C\C=C\c1ccco1)c1cc(-c2ccc3ccccc3c2)n[nH]1
    6% | -34% | -41% | 40µM* | -4% | ? | 3% | 32µM* | 13%

# (further entries)
canonical_smiles | HP1b chromo inh | JMJD2A Tudor | RGS4 inhibitor | 12-LOX inh | GLS inhibitor | PI4K2A inh | BAZ2B inh | G9a inh | ERG-DNA inh
CCOc1ccccc1NC(=O)Cn1cnc2c(nnn2-c2cccc(OC)c2)c1=O | 24% | -9% | ? | 47%[activator] | -2% | -7 | 8% | -10%[59 µM] | 8%
COc1ccc(C2/C(=C(/O)c3ccccc3)C(=O)C(=O)N2CCO)cc1 (stereo not drawn) | 11% | -24% | 10% | ? | 13% | -1 | 8% | 45µM* | 0%
CC(CCc1ccccc1)NC(=O)CCC(=O)N1CCC(C(N)=O)CC1 (stereo not drawn) | 35% | -12% | 7% | 0% | -5% | -1 | -5% | / | 14%
CCOc1ccc(CNC(=O)C(C)n2ncn3cccc3c2=O)cc1 (stereo not drawn) | 43%[activator] | 3% | -7% | -21% | -2% | -1 | -1% | -30%[59 µM] | -3%
Nc1c(-c2ccsc2)cnc2ncnn12 | 14% | -5% | 0% | 4% | 5% | -5 | -35% | 6% | 0%
O=C(O)CCC(=O)NCc1ccc(F)cc1 | 18% | -14% | -12% | 20% | -4% | 0 | -9% | -15%[59 µM] | -7%
C=CCn1c(SCC(=O)O)nnc1-c1ccccc1 | 64% | 3% | -2% | 0% | -2% | 1 | -5% | 23%[59 µM] | 9%
O=C1C(Cc2ccc(Br)cc2)SC(=Nc2ccccc2)N1c1ccccc1 (stereo not drawn) | 43%[activator] | -8% | -1% | -14% | 7% | -3 | 0% | -5% | 4%
CCOC(=O)C1=C(CSc2nc3ccccc3s2)NC(=O)NC1c1ccc(OC)cc1 (stereo not drawn) | -3% | -28% | 0% | -7% | 25% | 3 | -10% | ? | /
CCCCC(=O)N1CC2(C)CN(C(=O)CCCC)CC(C)(C1)C2=O | 29% | -4% | -3% | 5% | -2% | 7 | 13% | 0%[59 µM] | 3%
COC(=O)c1ccccc1NC(=O)C1CCN(C(=O)c2cc(OC)cc(OC)c2)CC1 | 68%[activator] | -4% | 14% | -14% | -11% | -1 | 12% | -37% | -1%
O=S(=O)(c1ccc2nc(-c3ccccc3)[nH]c2c1)N1CCN(c2ccc(Cl)cc2)CC1 | -33% | ? | -30% | -13% | 3% | -3 | -7% | ? | 13%
